APP 5'UTR act = APP 5'UTR luciferase reporter activation | SH-SY5Y APP 5'UTR luciferase reporter, luminescence; zero percent = DMSO vehicle wells | activation, % at 2 µM | actives 1% (n = 190,000) | AID 1276;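 active = activation above a set limit, based on mean plus 3 SD of controls, cut at about 140% in these data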; also: values of inactives mirror those of a sister screen read the other way
FLuc inh counter = Photinus pyralis luciferase inhibition counter-screen; P08659; ATPLite firefly luciferase biochemical luminescence, 10 min; inhibition, % at 10 µM; actives 1.5% (n = 200,000);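 active = inhibition above about 50% when tested at 10 µM, limit read from the data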
Target sequence (P08659 whole entry, looked up): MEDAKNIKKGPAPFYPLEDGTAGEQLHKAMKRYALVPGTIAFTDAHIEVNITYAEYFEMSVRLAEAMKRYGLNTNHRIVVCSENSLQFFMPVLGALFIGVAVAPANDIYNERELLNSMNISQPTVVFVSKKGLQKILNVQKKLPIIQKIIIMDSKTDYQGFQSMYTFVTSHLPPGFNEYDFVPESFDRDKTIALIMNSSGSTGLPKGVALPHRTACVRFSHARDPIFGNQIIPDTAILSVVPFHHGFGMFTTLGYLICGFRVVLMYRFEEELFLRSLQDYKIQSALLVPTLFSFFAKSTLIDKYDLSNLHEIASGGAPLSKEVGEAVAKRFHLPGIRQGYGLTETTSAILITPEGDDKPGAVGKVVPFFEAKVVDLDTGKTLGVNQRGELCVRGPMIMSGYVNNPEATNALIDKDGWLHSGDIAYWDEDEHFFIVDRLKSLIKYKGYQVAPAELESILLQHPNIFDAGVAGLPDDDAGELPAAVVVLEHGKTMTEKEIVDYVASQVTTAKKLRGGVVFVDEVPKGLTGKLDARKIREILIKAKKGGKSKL
APP transl inh = APP translation inhibition. actives 0.82% (n = 190,000). inhibition, % at 2 µM. SH-SY5Y APP 5'UTR-luciferase reporter, luminescence;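 active = inhibition above a set limit, derived from the sample mean plus 3 SD, cut at about 45% in these data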; also: values of inactives mirror those of a sister screen read the other way
TLR4-MyD88 BLA = TLR4-MyD88 interaction inhibition in cells | O00206+Q99836 | HeLa CL3-4 TLR4/MyD88 BLA complementation, FRET ratio | inhibition, % at 8.4 µM | actives 0.18% (n = 200,000); in the data active = inhibition above about 25%;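 also: 0% = vehicle and 100% = reference inhibitor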
Diaph inh CS = diaphorase inhibition or chemical oxidation counter-screen; diaphorase resazurin-to-resorufin fluorescence, NADH, 16 min; bacterial (C. kluyveri) enzyme, not human; inhibition, % at 20 µM; actives 0.69% (n = 190,000);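 active = primary screen inhibition at 20 µM above a set limit, cut at about 50% in these data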;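 also: plate controls were DMSO with full reaction for no effect and wells lacking NADH for full effect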
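Assay system – diaphorase enzyme from Clostridium kluyveri · Amount – diaphorase 0.14 U/mL (working solution) · Times – reaction incubation of 16 min at room temperature · Controls – No-NADH positive control and DMSO neutral control · Signal – resorufin fluorescence 544/590 nm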
Diaph act CS = diaphorase activation or chemical reduction counter-screen | activation factor at 20 µM | Diaphorase/resazurin coupled assay, resorufin fluorescence, 16 min; active compounds read high; 1 = vehicle wells, 0 = NADH-free wells | actives 0.005% (n = 190,000);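 active = diaphorase activity raised at least twofold by the compound at 20 µM; inactive = activation factor below 2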
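Material: bacterial diaphorase enzyme (C. kluyveri); amount: enzyme 0.07 U/mL final; reagent: NADH substrate 0.114 mM plus resazurin dye 0.1 mM, final; doses: single compound dose of 20 µM, 1% DMSO final; timing: 16 min enzyme reaction, ambient temperature; measured by: fluorescence of resorufin, 544 nm excitation, 590 nm emission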
G6PDH CS = counter-screen for G6PDH assay hits: L. mesenteroides G6PDH inhibition | Purified L. mesenteroides G6PDH, diaphorase/resazurin coupled fluorescence, 45 min | inhibition, % at 5 µM | actives 0.12% (n = 200,000); in the data active = inhibition above about 50%
FLuc act counter = firefly luciferase counter-screen for stimulation assays; 200,000 tested, under 10 active; activation factor at 10 µM; P08659; ATPlite luciferase biochemical, luminescence, 10 min; 0 = ATP-free wells, 1 = DMSO control; AID 1027;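 active = luciferase activation factor, scaled between plate controls, of at least 2 with compound at 10 µM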
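System: cell-free luciferase reagent; medium: PBS as buffer for the ATP substrate; doses: test compounds dosed from 2 mM stocks in 100% DMSO; incubation: 10 min, room temperature; measured by: luminescence from luciferase reaction; read-out: luciferase activation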
NF-kB neuron act = raises NF-kB expression in human neuronal cells; NF-kB reporter expression; active compounds read high; fold change at 12.5 µM; actives 1.6% (n = 190,000); AID 1239; in the data active = fold change above about 3.3
STAT1 activator = STAT1 signaling activation | NIH 3T3 STAT1-luciferase reporter, IFN-gamma, luminescence; 100% = IFN-gamma alone, no compound | activation (% of control), % at 5.5 µM | actives 2.6% (n = 200,000);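 active = activation above the screen-wide mean activation plus 3 SD, cut at about 130% in these data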;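 also: raw ratio to IFN-gamma control signal so 100% means no change and 0% no light; values of inactives mirror those of a sister screen read the other way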
The depositor's hits bear a star; / = not tested or not shown.

Fields – APP 5'UTR act	FLuc inh counter	APP transl inh	TLR4-MyD88 BLA	Diaph inh CS	Diaph act CS	G6PDH CS	FLuc act counter	NF-kB neuron act	STAT1 activator
> CC12CCC(C(=O)Nc3ncc([N+](=O)[O-])s3)(OC1=O)C2(C)C (centres undefined)
 : 2	-5	-2	-2	3	1	-1	1	0.85	92
> CN(c1ccccc1)c1ccc(/C=C/[N+](=O)[O-])cc1
 : -54	2	54*	10	-2	1	13	1	1	102
> Cc1csc(NC(=O)CSc2nsc(SCC(=O)Nc3nc(C)cs3)c2C#N)n1
 : 126	-2	-126	-5	27	0.7	-1	1	1.7	132*
> CCOc1ccc(-c2cc(C(=O)OC)[nH]n2)cc1
 : 58	37	-58	-1	1	1	15	0.6	2.7	142*
> O=C(NCCCOc1cccc(CN2CCCCC2)c1)c1ccc(Cl)c(Cl)c1
 : 4	-3	-4	-9	5	0.9	-3	1	1.1	102
> OCC1(CCOc2ccccc2)CCN(Cc2cn[nH]c2-c2ccccc2)CC1
 : 8	-5	-8	2	5	1	2	1.1	1.3	99
> COC(=O)c1c(-c2ccccc2)csc1NC(=O)C1CC=CCC1C(=O)O (centres undefined)
 : 11	1	-11	-13	12	0.9	9	1	1	101
> Cc1ccc(NC(=O)CSc2nnc(-c3ccccn3)n2C)cc1
 : 17	-5	-17	0	25	0.7	-10	1.1	1.2	100
> CCOCCCNC(=O)c1ccc(CS(=O)(=O)Cc2cccc(C)c2)o1
 : 1	-9	-1	-3	14	0.9	4	1.1	1	98
> CCOC(=O)c1cc2c(C)n(-c3ccc(N(C)C)cc3)c(C)c2cc(C(=O)OCC)c1=O
 : -10	20	10	-12	27	0.7	4	0.8	1.1	91
> COc1cc(CNC(C)c2ccccc2)cc(Cl)c1OCC(=O)Nc1ccccc1 (centres undefined)
 : -7	-7	7	-19	6	0.9	6	1.1	0.48	94
> COCCCNC(=O)c1ccc(C2SCC(=O)N2Cc2ccco2)cc1 (centres undefined)
 : -17	-1	17	-3	3	1	6	1	0.98	97
> O=C1CNC(=O)/C1=C/c1ccccc1
 : -14	-4	14	-4	-22	1.2	13	1	0.88	108
> CN1/C(=C\C(=O)COC(=O)CN2C(=O)C3CC=CCC3C2=O)C(C)(C)c2ccccc21 (centres undefined)
 : 1	1	-2	8	11	0.9	-4	1	0.69	91
> COc1ccc(C(=O)NCc2ccccn2)cc1[N+](=O)[O-]
 : 9	0	-10	-5	0	1	-4	1	1.5	95
> CCOC(=O)N1C(=O)C2(CCCCC2)N(c2ccccc2Cl)C1=S
 : 3	-5	-3	7	-3	1	16	1.1	1	115
> Oc1ccccc1-c1nc(NCC2CCCO2)c2ccccc2n1 (centres undefined)
 : -9	-2	9	-13	22	0.8	-43	1	0.43	101
> C=CCn1cc(C(=O)NCCCOCC)c(=O)c2cc(S(=O)(=O)N(CC)CC)ccc21
 : 10	-3	-10	-5	16	0.8	6	1	0.85	96
> Cn1c(SCc2nnc3n2CCCCC3)nc2ccccc21
 : -14	-4	14	10	16	0.8	18	1	1.1	105
> Nc1n[nH]c(CCCO)n1
 : 1	-4	-1	8	8	0.9	10	1	1.3	99

(cont.)
Fields – APP 5'UTR act	FLuc inh counter	APP transl inh	TLR4-MyD88 BLA	Diaph inh CS	Diaph act CS	G6PDH CS	FLuc act counter	NF-kB neuron act	STAT1 activator
> CCOC(=O)C1(O)CC(C)=NN1C(=O)c1cccc(Cl)c1 (centres undefined)
 : -4	-2	4	6	1	1	12	1	1.1	100
> CCCN(CCC)C(=O)C1CC(=O)OC12CCOC(C)(C)C2 (centres undefined)
 : 15	-3	-15	1	11	0.9	3	1	1.2	80
> CCn1c(SCC(=O)Nc2ccc3c(c2)OCO3)nc2c(c1=O)SC(C)C2 (centres undefined)
 : -4	-7	4	-13	4	1	-11	1.1	0.84	95
> CCn1c(SCc2ccccc2)nc2c(c1=O)SCC2
 : 6	-7	-6	-5	9	0.9	1	1.1	0.71	85
> COc1cccc(/C=N/n2c(N)nc3ccccc32)c1OC
 : 42	9	-42	-7	0	1	-2	0.9	0.95	104
> NNC(=O)CCN1CCN(C(c2ccccc2)c2ccccc2)CC1
 : 5	-8	-5	-7	7	0.9	10	1.1	1.1	104
> Cc1cc(-n2c(C)cc(C(=O)CSc3ncnc4ccccc34)c2C)no1
 : -4	-3	4	0	38	0.6	-4	1	1.1	83
> CCOc1ccc(CC(=NCCO)C2=C(O)CC(C)(C)CC2=O)cc1OCC
 : -10	-3	10	-5	3	1	3	1	0.74	110
> COc1cc(NC(=O)N[C@H](C(=O)O)C(C)C)cc(OC)c1
 : -1	-3	1	3	19	0.8	4	1	0.98	98
> O=[N+]([O-])c1ccc(Nc2ccc3ccccc3c2)nc1
 : 30	-2	-30	25	19	0.8	-20	1	1.9	133*
> CN1C(=O)/C(=C/c2ccc(O)c([N+](=O)[O-])c2)N(C)C1=S
 : -23	2	23	-4	-16	1.2	17	1	0.99	103
> N#Cc1c(NC(=O)c2ccccc2)sc2c1CCCCC2
 : 198*	55*	-198	-10	17	0.8	3	0.4	3.8*	136*
> N#Cc1ccc(NC(=O)c2sc3cc(C(F)(F)F)cnc3c2-c2cccs2)cc1
 : -20	-6	20	0	19	0.8	8	1.1	1.1	99
> CCOC(=O)Cn1c(=O)c2c(nc(Br)n2Cc2ccccc2)n(C)c1=O
 : 2	4	-2	-12	7	0.9	7	1	/	101
> CCC1CCCCN1C(=O)CSc1nnc(CNC(=O)COc2ccc(Cl)cc2)o1 (centres undefined)
 : 6	-3	-6	5	8	0.9	7	1	1.1	99
> CCOC(=O)Cc1cc(=O)n2[nH]c(C)c(-c3ccc(Cl)cc3)c2n1
 : 6	-10	-6	3	11	0.9	9	1.1	0.85	106
> Cc1ccc2nc(CSc3nnc(-c4ccncc4)n3C)cc(=O)n2c1
 : -11	-8	11	2	3	1	0	1.1	1	101
> COc1ccc(NC(=O)CCSc2ccc(C)cc2)cc1
 : 0	-4	0	-16	19	0.8	-2	1	1	94
> CC1=C(C(=O)Nc2ccccc2C)C2(CCCC2)C(C(N)=O)C(=O)N1 (centres undefined)
 : 15	-3	-15	0	4	1	7	1	1.3	99
> Brc1c(CSc2nc3ccccc3s2)nc2ncccn12
 : 68	24	-68	-8	16	0.8	-18	0.8	4.5*	133*

More structures
Fields – APP 5'UTR act	FLuc inh counter	APP transl inh	TLR4-MyD88 BLA	Diaph inh CS	Diaph act CS	G6PDH CS	FLuc act counter	NF-kB neuron act	STAT1 activator
> C=CCn1c(=NC(=O)CN2C(=O)CCC2=O)sc2cccc(OC)c21
 : -4	-7	4	6	12	0.9	-11	1.1	0.72	99
> Cn1c(=O)c2c(nc(SCCN3CCOCC3)n2Cc2cccc3ccccc23)n(C)c1=O
 : 0	-6	0	5	20	0.8	-3	1.1	1.2	98
> O=C(CCCn1c(=S)[nH]c2cc3c(cc2c1=O)OCO3)N1CCc2ccccc2C1
 : 9	-9	-9	2	42	0.6	10	1.1	0.96	101
> Cc1ccsc1C(=O)OCC(=O)NCCC1=CCCCC1
 : 40	3	-40	-2	24	0.8	4	1	2	107
> Nc1nc(-c2nonc2N)no1
 : 11	-1	-11	-16	2	1	4	1	1.3	101
> CC(C)(O)C#Cc1ccc(C(=O)N2CCN(c3ccc(Cl)cc3)CC2)cc1
 : -10	-2	10	1	26	0.7	-1	1	1	101
> COC(=O)c1c([N+](=O)[O-])c(OC)c(OC)c(OC)c1[N+](=O)[O-]
 : -20	-2	20	-4	16	0.8	7	1	1.4	110
> CCOCCCNC(=O)/C(C#N)=C/c1ccc(Cl)c([N+](=O)[O-])c1
 : 12	-10	-12	5	-6	1.1	14	1.1	1.2	88
> O=C(CCN1C(=O)C2C3C=CC(C3)C2C1=O)N1CC(=O)N(CCc2ccccc2)C(=O)C1 (centres undefined)
 : -17	-6	16	8	18	0.8	5	1.1	1	98
> COc1cc2c(cc1OC)C(C)N(C(=O)c1cc3c(=O)oc4ccc(C)cc4c3s1)CC2 (centres undefined)
 : 18	-11	-18	-6	18	0.8	13	1.1	0.68	102
> O=C(CSc1ncn[nH]1)Nc1ccc(Cl)c(S(=O)(=O)N2CCOCC2)c1
 : 19	-4	-19	1	5	0.9	-1	1	1	100
> Cc1csc(SCC(=O)Nc2ccc3c(c2)OCCO3)n1
 : 37	37	-37	18	0	1	-4	0.6	1.6	132*
> CCCCC(CC)CNC(=O)C(=O)c1ccccc1NC(C)=O (centres undefined)
 : -4	-6	4	-5	14	0.9	11	1.1	1.1	103
> O=C(NCc1ccc2c(c1)OCO2)C(=O)Nc1ccccc1
 : 33	-2	-33	5	-3	1	9	1	1.3	115
> COc1ccc(OC)c(S(=O)(=O)N2c3cc(F)ccc3CCC2C)c1 (centres undefined)
 : -8	-6	8	10	8	0.9	8	1.1	1.2	102
> COc1cccc(/C=N/N2C(=O)C3C4c5ccccc5C(c5ccccc54)C3C2=O)c1OC (centres undefined)
 : 6	-9	-6	-10	25	0.7	4	1.1	0.63	115
> COc1ccccc1C(=O)C1CCCN(C(=O)c2cccnc2SC)C1 (centres undefined)
 : -18	-7	18	11	-12	1.1	8	1.1	1.6	94
> Cc1cccc(C)c1OCC(=O)N/N=C/c1cccn1C
 : -1	-4	2	3	15	0.9	5	1	1.7	104
> Cc1ccc(S(=O)(=O)NNC(=O)Nc2ccc(Cl)c(Cl)c2)cc1
 : -2	-1	2	12	-2	1	9	1	0.99	97
> COc1cc2c(C(=O)NCc3ccc(C)o3)cn(CC(C)C)c(=O)c2cc1OC
 : -2	-7	2	8	16	0.8	5	1.1	0.68	104

Following part
Fields – APP 5'UTR act	FLuc inh counter	APP transl inh	TLR4-MyD88 BLA	Diaph inh CS	Diaph act CS	G6PDH CS	FLuc act counter	NF-kB neuron act	STAT1 activator
> N#CC1(c2nc3ccccc3[nH]2)CC1c1ccc2c(c1)OCO2 (centres undefined)
 : -2	8	2	13	6	0.9	4	0.9	1.2	95
> CCNC(=S)N1CCn2c(nc3ccccc32)C1
 : 18	-2	-18	-5	0	1	10	1	0.97	108
> Cc1cccc(C(=O)NC2CCN(S(=O)(=O)c3ccccc3)CC2)c1
 : -6	-5	6	-7	4	1	8	1	1.3	102
> Cc1ccc(C)c(-c2csc(N/N=C/c3ccco3)n2)c1
 : 16	-5	-16	-2	22	0.8	5	1	1.4	98
> COc1ccc2c(c1)CCc1c(C(=O)NC3CCCCC3)noc1-2
 : 145*	3	-145	5	19	0.8	-26	1	2.6	129*

High-throughput results from PubChem BioAssay.
